Compound activity from PubChem.
RmlCD inh 1536 = inhibitors of Mycobacterium tuberculosis RmlC and RmlD coupled enzymes. inhibition, % at 3.6 µM. 160,000 tested, 0.03% active. P9WH09+P9WH11. RmlC+RmlD coupled enzyme assay, percent inhibition; primary screen in compound mixtures; in the data active = inhibition mostly above about 34%, no sharp cut-off; also: some results filed as inactive read as strong as hits
Target sequence (P9WH09 whole entry, looked up): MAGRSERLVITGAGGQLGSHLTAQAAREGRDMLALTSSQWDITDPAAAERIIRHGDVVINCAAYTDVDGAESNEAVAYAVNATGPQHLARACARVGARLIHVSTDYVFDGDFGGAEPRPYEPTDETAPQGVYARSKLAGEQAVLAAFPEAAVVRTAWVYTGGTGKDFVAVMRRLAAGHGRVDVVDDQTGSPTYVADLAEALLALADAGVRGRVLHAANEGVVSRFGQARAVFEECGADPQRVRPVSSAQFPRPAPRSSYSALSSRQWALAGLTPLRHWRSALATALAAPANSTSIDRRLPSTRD
Target sequence (P9WH11 whole entry, looked up): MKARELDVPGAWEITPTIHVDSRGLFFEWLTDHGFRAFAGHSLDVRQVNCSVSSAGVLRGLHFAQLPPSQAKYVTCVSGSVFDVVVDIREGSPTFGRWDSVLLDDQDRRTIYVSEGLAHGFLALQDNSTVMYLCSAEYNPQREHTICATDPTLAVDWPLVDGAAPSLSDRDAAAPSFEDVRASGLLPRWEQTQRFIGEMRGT
GlmU inhibition = inhibition of mycobacterial GlmU enzyme – biochemical, glucosamine-1-phosphate acetyltransferase (AID 1376) | M. tuberculosis GlmU acetyltransferase enzyme assay; higher % means a stronger effect | one-dose inhibition, %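 (tested at 30 µM in the primary screen)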; IC50 in µM for titrated hits | 220,000 tested, 0.25% active; in the data active = inhibition above about 13%;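 also: 0% = complete reaction with vehicle and 100% = reaction without substrate; strong numbers were not always called active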
An asterisk follows results filed as active; / = not tested or not shown.

SMILES	RmlCD inh 1536	GlmU inhibition
NC(=O)c1ccccc1N	/	-2.2%
CCOC(=O)c1c(C)n(C)c2ccc(OC)c(NC(=O)CCN3CCSCC3)c12	7.4	7.6%
CCc1c(C)nc(SCC(=O)c2ccc(C)c(C)c2)[nH]c1=O	13.1	2.2%
O=C(O)CCCC(=O)Nc1cccc([N+](=O)[O-])c1	0.0	2.5%
Brc1ccc(Oc2ncc(CN3CCOCC3)s2)cc1	/	-2.9%
CN(CCc1ccccn1)S(=O)(=O)c1ccc(F)cc1	11.3	6.1%
FC(F)(F)c1ccnc(Sc2n[nH]c(C(F)(F)F)n2)c1	/	0.4%
Nc1nc2nc(SCC(=O)N3CCCc4ccccc43)[nH]c2c(=O)[nH]1	/	0.2%
COC(=O)C1C2C=CC3(CN(Cc4cccs4)C(=O)C13)O2 (stereo not given)	-16.3	-4.8%
COc1cccc(C(=O)/C=C/c2ccc(SC)cc2)c1	-5.2	0.6%
Cc1nc(CC(=O)c2ccc(O)c(C)c2O)cs1	37.5	6.1%
CCc1ccc(N(C(=O)c2ccco2)C(C(=O)NC2CCCC2)c2ccco2)cc1 (stereo not given)	/	1.8%
CC(C)c1ccc(C(O)Cc2nc3ccccc3n2C)cc1 (stereo not given)	/	-0.2%
CCn1nc(C(=O)Nc2ccc(C)c(C)c2)c(Cl)c1Cl	8.1	1.8%
CCOc1ccc(C(C)C)cc1S(=O)(=O)n1nc(C)cc1C	0.6	-4.0%

Ordered by formula weight (largest number first): some entries from above
SMILES	RmlCD inh 1536	GlmU inhibition
CCc1c(C)nc(SCC(=O)c2ccc(C)c(C)c2)[nH]c1=O	13.1	2.2%
COc1cccc(C(=O)/C=C/c2ccc(SC)cc2)c1	-5.2	0.6%
NC(=O)c1ccccc1N	/	-2.2%

(listing goes on)
SMILES	RmlCD inh 1536	GlmU inhibition
CCC(C)NC(=O)C1CC(c2ccc(OC)cc2)=NO1 (stereo not given)	19.6	3.2%
Cc1ccc2sc(C)[n+](CCC(C)S(=O)(=O)[O-])c2c1 (stereo not given)	/	1.9%
CC(=O)c1cccc(NC(=O)CN(C)S(=O)(=O)c2ccccc2)c1	-10.4	4.5%
CC1CC2c3cccc(C(=O)O)c3C(=O)N2c2ccc(Cl)cc21 (stereo not given)	1.7	-2.7%
Cc1nnc(NC(=O)CSc2nc(N)c(NC(=O)c3cccs3)c(=O)[nH]2)s1	-0.3	-2.3%
CN(Cc1ccccc1)CC(O)COc1ccc(CNCCOc2cccnc2)cc1 (stereo not given)	-6.6	1.9%
COc1cc(NC(=O)c2ccccc2)c(OC)cc1NC(=O)CN1CCOCC1	/	-1.6%
O=C(CNC(=S)N(Cc1ccccc1Cl)C1CCCC1)NCCN1CCOCC1	6.7	8.2%
COCCCn1c(SCC(=O)N2CC(=O)Nc3ccccc32)nnc1-c1ccoc1C	/	3.3%
C[C@H](NC(=O)c1nc[nH]c1C(=O)N1CCc2ccccc2C1)C(=O)OC(C)(C)C	0.1	4.6%
COCCOC(=O)c1c(N)n(Cc2ccco2)c2nc3ccccc3nc12	/	3.4%
O=c1c2c3c(sc2nc2n1CCCC2)CCCCC3	10.8	-0.7%
O=[N+]([O-])c1cc([As](=O)(O)c2ccc(O)c([N+](=O)[O-])c2)ccc1O	-7.2	-2.4%
O=C(Cc1sc(Nc2ccccc2)nc1-c1ccccc1)NCc1ccccc1	22.4	5.5%
CS(=O)(=O)N(CC(=O)Nc1ccccc1)Cc1ccc(Cl)cc1	/	-0.9%
Cc1ccc(N2C(=O)c3ccc(C(=O)N4CCN(c5ccc(C)c(C)c5)CC4)cc3C2=O)cc1	5.8	-4.4%
O=C(NCC1CCCCC1)C12CN(Cc3ccccc3)CC1C(c1cccc([N+](=O)[O-])c1)=NO2 (stereo not given)	-11.3	-4.0%
CC(=O)Nc1cc2cc(NS(=O)(=O)c3ccc(C)cc3)ccc2oc1=O	3.8	0.0%
CC1(C)CC(=O)c2cc(OCC(=O)N3CCCCCC3)ccc2O1	/	2.6%
O=C(COc1cccc2cccnc12)N/N=C1\SCC(=O)N1Cc1ccccc1	/	1.0%
COc1ccc(OC)c(NC(=S)NCCCN2CCOCC2)c1	-8.3	-3.0%
Cc1c(-n2c(-c3ccccc3)nc3ccccc3c2=O)c(=O)n(-c2ccccc2)n1C	/	2.1%
CC(C)N(Cc1ccccc1)C(=S)Nc1ccccc1F	/	-3.9%
Cc1ccc(-n2ncc3c(SCc4cccc(C)c4)ncnc32)cc1	2.2	0.2%
O=S(=O)(c1ccccc1)c1nc(NCc2cccnc2)sc1Cl	5.1	1.3%
Cc1ccc(-n2c(Cc3cccn3C)nnc2SCC(=O)Nc2cc(C)on2)cc1	-3.2	-1.2%
Oc1ccccc1/C=N/[n+]1ccccc1	13.5	-1.6%
COc1ccc(-n2c(Cc3cccn3C)nnc2SCC(=O)Nc2cccc(Cl)c2)cc1	3.5	-4.8%
O=C1CN(C(=O)CSc2nc3ccccc3c(=O)n2CC2CCCO2)c2ccccc2N1 (stereo not given)	-3.1	-4.2%
C#CCOc1ccc(Cl)cc1/C=N/O	/	5.8%
Cc1ccc(-c2cnco2)cc1	-3.1	-5.5%
COc1cccc(CNc2nc(SC)ncc2CO)c1	6.9	1.5%
COc1cccc(-n2c(SCc3c(C)noc3C)nnc2-c2cccc(S(=O)(=O)N(C)C)c2)c1	/	-0.3%
CCN(Cc1nc2ccccc2c(=O)[nH]1)Cc1nc2ccsc2c(=O)[nH]1	-0.4	-1.4%
Nc1nc(NCc2ccco2)nc(NC2CCCCC2)c1[N+](=O)[O-]	-13.8	5.2%
CC(C)CC(=O)N/C(N)=N/c1nc2ccccc2s1	/	0.3%
Cc1ccc(N(CC(=O)NCc2ccc(F)cc2)C(=O)c2csnn2)cc1C	5.0	3.7%
COc1cc(/C=C2/CCc3ccccc3C2=O)cc(OC)c1OC	21.2	0.3%
CC(C)(C)CC(C)(C)NC(=S)N1CCN(Cc2ccc3c(c2)OCO3)CC1	39.2	6.9%
COc1cc2c(cc1NC(=O)C(C)Sc1nc3ccccc3n1C)oc1ccccc12 (stereo not given)	-6.8	-2.3%
CNC(=O)c1ccc(Oc2ccc(C(=O)NC)cc2)cc1	-8.9	2.2%
O=C(c1cc(-c2ccco2)nn1-c1cccc(Cl)c1)N1CCCCC1	/	-2.3%
COc1ccc(NS(=O)(=O)c2cccc(-c3n[nH]c(=S)n3Cc3ccccc3)c2)cc1	-12.1	8.1%
Cc1ccc(CNC(=O)CCS(=O)(=O)c2ccc(Br)s2)cc1	8.9	4.8%
CC(=O)N1c2ccccc2C(C)=CC1(C)C	/	1.5%
COc1ccc(NC(=O)COC(=O)c2ccc(S(=O)(=O)N(C)c3ccccc3OC)cc2)cc1OC	0.6	1.6%
O=C(Cc1ccc(Cl)cc1)N/N=C/c1cccs1	/	8.1%
COc1ccc(CCNC(=O)CC2C(=O)NCCN2CC(C)(C)C)cc1 (stereo not given)	-3.4	5.8%
O=C(Nc1cccnc1)C1(c2ccc(Cl)cc2)CCCC1	4.5	-2.4%
CCCOc1ccc2c(=O)c(-c3cc(C(=O)OC)oc3C)c(C)oc2c1	1.2	1.7%
COc1ccc(C(=O)/C(C#N)=N/Nc2ccccc2[N+](=O)[O-])cc1	4.7	2.3%
OCCN(CCO)c1nc(-c2ccccc2)nc2c1oc1ccccc12	44.2	6.8%
CCN(CCCNC(=O)CCCN1C(=O)COc2ccc(C)cc21)c1cccc(C)c1	/	-4.3%
CN(C)S(=O)(=O)c1ccc(N2CCCC2)c(C(=O)Nc2ccccc2N2CCOCC2)c1	/	10.2%
COc1ccccc1OCC(=O)Nc1ccc(N2CCCCC2)cc1	5.7	-2.4%
CCOC(=O)/C(=C/Nc1ccccc1)[N+](=O)[O-]	4.6	0.8%
CC(C)(C)OC(=O)NCCc1nnc(SCC(=O)Nc2cccc(Cl)c2)o1	9.7	0.3%
CCCC(c1nnnn1Cc1cccs1)N1CCN(C)CC1 (stereo not given)	13.7	0.2%
Cc1cccc(C)c1OCc1nnc(SCC(=O)Nc2nccs2)o1	/	-3.6%
CCn1c(SCC(=O)Nc2ccc(N(C)C)cc2)nnc1-c1cccc(C)c1	/	3.2%
Other structures follow:
SMILES	RmlCD inh 1536	GlmU inhibition
Cc1cc(C)c(NC(=S)N2CCCC2C(=O)O)c(C)c1 (stereo not given)	-6.5	3.2%
COC(=O)[C@@H]1C[C@@]2(O)[C@H](O)[C@H](O)[C@H](O)C[C@H]2N1Cc1cc(F)ccc1F	/	1.3%
CNC(=S)NNC(=O)c1sccc1OCc1cccc(C(F)(F)F)c1	13.3	3.1%
Fc1cc2[nH]c(=S)[nH]c2cc1Cl	-1.7	/
CCn1c(SCC(=O)c2ccccc2)nc2ccccc2c1=O	5.2	3.6%
Cc1cc2c(C)nc3ccccc3c2o1	/	2.6%
CCNC(=O)c1ccc2c(c1)C1C3CCC(C3)C1C(c1ccccc1)N2 (stereo not given)	-7.8	-0.2%
COC(=O)CSc1nnc(-c2cccc(NC(=O)c3ccc(C)cc3)c2)n1C	7.0	-5.8%
CC(=O)CC1(C)OC(N)=C(C#N)C1(C#N)C#N (stereo not given)	2.9	-1.4%
Cc1cc(C)nc(-n2cc(C(=O)c3cc(F)ccc3O)cn2)n1	3.9	-4.1%
Cc1ccc(-n2c(-c3ccco3)nc3nc4ccccc4nc32)cc1	/	1.9%
O=S(=O)(c1cnc(Cl)c(Br)c1)N1CCCCCC1	6.5	-2.0%
CCCC(CCC)C(=O)NC1CCN(Cc2ccccc2)CC1	8.6	-3.6%
CC(=O)Nc1cccc(NC(=O)CSc2nnnn2-c2ccc3c(c2)OCO3)c1	2.0	-1.8%
CNc1nc(-c2cccs2)cc(C(F)(F)F)c1C#N	-4.3	6.6%
Cc1c(C(=O)NC2CCCc3ccccc32)oc2ccc(S(=O)(=O)N3CCOCC3)cc12 (stereo not given)	6.8	-0.7%
Fc1ccc(COc2ccc(Cl)cc2/C=N/Nc2nc(N3CCCC3)nc(N3CCCC3)n2)cc1	3.0	-0.6%
COC(=O)[C@H](Cc1ccccc1)NC(=O)NCc1ccccc1OC	/	2.6%
CCNc1ccc(C(=O)OCC(=O)c2cc(C)n(Cc3ccc4c(c3)OCO4)c2C)cc1[N+](=O)[O-]	1.7	3.2%
Cc1ccc(C(C(=O)NC2CCCCC2)N(Cc2ccco2)C(=O)C2COc3ccccc3O2)o1 (stereo not given)	15.1	0.1%
CC(C)(C)Cc1nnc(NC(=O)c2ccc([N+](=O)[O-])cc2)s1	-9.4	-1.3%
OCC1(CCc2ccccc2)CCN(Cc2cc(F)ccc2-n2cccn2)CC1	-10.4	-5.1%
CC(=O)Nc1ccc(S(=O)(=O)Oc2cccc(/C=C3\SC(N)=NC3=O)c2)cc1	83.5	-0.5%
COc1ccccc1N1CCN(C(CNS(=O)(=O)c2ccccc2)c2cccnc2)CC1 (stereo not given)	103.1	-4.4%
CCOc1cc(/C=C/c2ccc3cccc([N+](=O)[O-])c3n2)ccc1OCC(=O)N(C)C	-8.6	-3.6%
COc1ccccc1NC(=O)COc1ccc(C(=O)NC2CCCc3ccccc32)cc1OC (stereo not given)	/	6.1%
CCOC(=O)C1CCc2sc(N)c(C#N)c21 (stereo not given)	/	5.9%
CN(C)CC(=O)Nc1nc(-c2ccccc2)cs1	/	8.8%
N=C1C(c2nc3ccccc3[nH]2)=C(O)CN1C1CCCCC1	/	-2.9%
COc1ccc(OC)c(C2=NOC(C(=O)N3CCC4(CC3)OCCO4)C2)c1 (stereo not given)	/	3.8%
Cn1c(SCC(=O)C(C)(C)C)nnc1-c1ccc(F)cc1	-0.1	0.0%
O=P(/C(=N/O)Sc1ccccc1)(N1CCOCC1)N1CCOCC1	/	-1.2%
Cc1c(Cc2ccccc2)c(=O)oc2cc(OC(=O)c3ccccc3)ccc12	-6.6	2.6%
O=C(CSc1nnc(Cc2cccs2)n1-c1ccc(Cl)cc1)NCc1ccc2c(c1)OCO2	/	12.9%*
COc1ccc(C(=O)NC2(C(F)(F)F)NC(=O)N(CCCc3ccccc3)C2=O)cc1OC (stereo not given)	-11.1	-1.1%
O=C1C(c2ccnc3ccccc23)=C(O)c2ccccc21	-4.4	-1.8%
CC(=O)NS(=O)(=O)c1ccc(NC(=S)NC(=O)COc2ccccc2C)cc1	-15.4	3.8%

Entries listed so far that have a Cl atom:
SMILES	RmlCD inh 1536	GlmU inhibition
CCn1nc(C(=O)Nc2ccc(C)c(C)c2)c(Cl)c1Cl	8.1	1.8%
CC1CC2c3cccc(C(=O)O)c3C(=O)N2c2ccc(Cl)cc21 (stereo not given)	1.7	-2.7%
O=C(CNC(=S)N(Cc1ccccc1Cl)C1CCCC1)NCCN1CCOCC1	6.7	8.2%
CS(=O)(=O)N(CC(=O)Nc1ccccc1)Cc1ccc(Cl)cc1	/	-0.9%
O=S(=O)(c1ccccc1)c1nc(NCc2cccnc2)sc1Cl	5.1	1.3%
COc1ccc(-n2c(Cc3cccn3C)nnc2SCC(=O)Nc2cccc(Cl)c2)cc1	3.5	-4.8%
C#CCOc1ccc(Cl)cc1/C=N/O	/	5.8%
O=C(c1cc(-c2ccco2)nn1-c1cccc(Cl)c1)N1CCCCC1	/	-2.3%
O=C(Cc1ccc(Cl)cc1)N/N=C/c1cccs1	/	8.1%
O=C(Nc1cccnc1)C1(c2ccc(Cl)cc2)CCCC1	4.5	-2.4%
CC(C)(C)OC(=O)NCCc1nnc(SCC(=O)Nc2cccc(Cl)c2)o1	9.7	0.3%
Fc1cc2[nH]c(=S)[nH]c2cc1Cl	-1.7	/
O=S(=O)(c1cnc(Cl)c(Br)c1)N1CCCCCC1	6.5	-2.0%
Fc1ccc(COc2ccc(Cl)cc2/C=N/Nc2nc(N3CCCC3)nc(N3CCCC3)n2)cc1	3.0	-0.6%
O=C(CSc1nnc(Cc2cccs2)n1-c1ccc(Cl)cc1)NCc1ccc2c(c1)OCO2	/	12.9%*

Some of the compounds tested, so the mix of outcomes need not match the whole.
